SIAE primary = blocks human sialic acid acetylesterase; Q9HAT2; actives 0.69% (n = 370,000); SIAE FP-Rh probe binding, fluorescence polarization; inhibition, % at 9.66 µM;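 active = inhibition above a cutoff: mean of compounds within the control limits plus 3 SD of those, cut at about 17% in these data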;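 also: 0% = plate median of compound wells and 100% = probe without SIAE protein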
Target sequence (Q9HAT2 whole entry, looked up): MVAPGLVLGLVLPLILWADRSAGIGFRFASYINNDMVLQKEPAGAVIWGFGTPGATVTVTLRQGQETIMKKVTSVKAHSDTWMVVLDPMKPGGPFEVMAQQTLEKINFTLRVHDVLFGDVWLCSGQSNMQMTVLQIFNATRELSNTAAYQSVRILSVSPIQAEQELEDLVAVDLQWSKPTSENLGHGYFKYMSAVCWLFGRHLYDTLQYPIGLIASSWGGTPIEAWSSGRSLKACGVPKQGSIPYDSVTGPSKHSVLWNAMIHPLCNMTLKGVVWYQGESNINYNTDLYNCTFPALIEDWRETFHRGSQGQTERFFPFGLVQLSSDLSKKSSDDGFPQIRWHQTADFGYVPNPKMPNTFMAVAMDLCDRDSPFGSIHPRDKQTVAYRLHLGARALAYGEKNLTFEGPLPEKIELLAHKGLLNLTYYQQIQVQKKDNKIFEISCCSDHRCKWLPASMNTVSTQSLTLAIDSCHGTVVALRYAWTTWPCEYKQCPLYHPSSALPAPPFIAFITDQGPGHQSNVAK
DDE Tn7 FP inh = inhibitors of Tn7 peptide binding to human fibrin DD(E). FP displacement of FITC-Tn7 peptide from fibrin DD(E); 0% = median of compound wells per plate. P02675. inhibition, % at 8.3 µM. actives 0.13% (n = 370,000);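 active = inhibition above the mean of compounds falling within the control limits plus 3 SD of them, cut at about 14% in these data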;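 also: 0% = plate median of compound wells and 100% = 10 µM Aha-Tn7 peptide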
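Assay system: human fibrin DD(E) protein / Input: 2 µM fibrin DD(E) / Benchmarks: high control of 10 µM Aha-Tn7 peptide / Measured by: fluorescence polarization of the labelled Tn7 tracer / Medium: Tris buffer with calcium and detergent, pH 7.8 / Timing: 10 min compound pre-incubation, 3 h probe incubation at room temperature / Repeats: one replicate per compound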
ADAM17 inh = inhibits human ADAM17; actives 0.83% (n = 370,000); P78536; AID 720648; inhibition, % at 6.95 µM; recombinant ADAM17, EDANS/DABCYL FRET peptide cleavage;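 active = inhibition above the mean of compounds lying between control limits plus 3 SD, set per campaign, cut at about 8.5% in these data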;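 also: 0% = DMSO-only wells as the low control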
Target sequence (P78536 215-824 limits assumed): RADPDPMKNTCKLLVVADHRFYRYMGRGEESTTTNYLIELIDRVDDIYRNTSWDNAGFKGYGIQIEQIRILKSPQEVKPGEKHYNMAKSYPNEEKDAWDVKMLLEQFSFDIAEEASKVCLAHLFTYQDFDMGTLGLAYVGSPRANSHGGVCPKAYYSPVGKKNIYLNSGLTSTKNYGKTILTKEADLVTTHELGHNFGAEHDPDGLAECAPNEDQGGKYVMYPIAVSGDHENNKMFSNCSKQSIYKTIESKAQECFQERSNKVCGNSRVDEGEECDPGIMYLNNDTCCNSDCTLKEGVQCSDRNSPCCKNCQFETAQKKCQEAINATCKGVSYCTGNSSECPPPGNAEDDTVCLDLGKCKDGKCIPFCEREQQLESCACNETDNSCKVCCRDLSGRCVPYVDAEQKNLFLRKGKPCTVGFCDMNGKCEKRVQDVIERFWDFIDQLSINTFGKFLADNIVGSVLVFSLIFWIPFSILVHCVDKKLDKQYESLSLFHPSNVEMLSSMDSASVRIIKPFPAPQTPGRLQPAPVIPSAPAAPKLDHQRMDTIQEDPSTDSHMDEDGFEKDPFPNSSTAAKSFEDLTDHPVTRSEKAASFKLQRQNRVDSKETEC
ADAM10 inh = inhibits human ADAM10; recombinant ADAM10, EDANS/DABCYL FRET peptide cleavage, 3 h; actives 0.62% (n = 370,000); O14672; inhibition, % at 7 µM; AID 720582;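 active = inhibition above a per-campaign cutoff equal to the mean of compounds falling between control-based bounds plus 3 SD, cut at about 20% in these data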;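 also: 0% = DMSO wells while the 100% control is not disclosed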
PLCb3 inh = inhibitors of human phospholipase C beta3; Q01970; actives 0.18% (n = 370,000); AID 720704; Purified PLC-beta3, fluorogenic substrate, fluorescence; inhibition, % at 12.2 µM; in the data active = inhibition above about 11%;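 also: 0% = median of compound wells on plate and 100% = full blocker control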
TDP2 absorb = TDP2 (human) inhibition, absorbance primary screen. actives 0.34% (n = 370,000). O95551. recombinant TDP2, T5PNP hydrolysis, p-nitrophenol absorbance 415 nm. inhibition, % at 12.8 µM;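 active = inhibition above the mean of all tested compounds plus 3 SD, set per campaign, cut at about 25% in these data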;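 also: 0% = DMSO with enzyme and 100% = buffer with substrate but no TDP2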
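Test system: Human TDP2 enzyme | Reagent: 5 mM T5PNP | Compound dosing: 12.8 µM single point, 1% DMSO | Incubation: Enzyme reaction with compound for 2 h at 37 °C | Technique: p-Nitrophenol epi absorbance | Read-out: % inhibition relative to enzyme-containing and enzyme-free wells | Benchmarks: High control without enzyme, low control DMSO plus TDP2 | Replicates: Singlicate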
ARFGAP1 inh = inhibitors of rat ARFGAP1; Q62848; Arfgap1-stimulated ARF1 GTP hydrolysis, GDP FP detection; inhibition, % at 16.5 µM; actives 0.26% (n = 360,000);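 active = inhibition above a per-plate limit, mean inhibition of low control wells plus 3 SD, cut at about 25% in these data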;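 also: 0% = DMSO wells with enzyme and 100% = wells lacking Arfgap1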
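Material: truncated rat Arfgap1 GAP domain; Incubation: compound-enzyme preincubation 20 min, reaction 120 min, detection 60 min, 25 °C; Read-out: percent inhibition of Arfgap1-stimulated GTP hydrolysis; Technique: FP, GDP Alexa 633 tracer displaced from anti-GDP antibody, 620/688 nm; Controls: No-Arfgap1 wells (100%) versus DMSO full-reaction wells (0%); Replication: single well per compound.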
Tn6 DDE FP = inhibitors of Tn6 peptide binding to human fibrin DD(E); actives 0.21% (n = 370,000); inhibition, % at 8.3 µM; Fibrin DD(E) TRITC-Tn6 fluorescence polarization displacement; P02675;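 active = inhibition above a per-campaign cutoff: mean of compounds within control limits plus 3 SD, cut at about 15% in these data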;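 also: 0% = median of all compound wells on the plate and 100% = blocking peptide control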
PLCg1 inh = PLC-gamma1 (human) inhibition, primary screen. P19174. purified PLC-gamma1, fluorogenic substrate, fluorescence. inhibition, % at 12.2 µM. actives 0.84% (n = 370,000). AID 720700; in the data active = inhibition above about 9.5%
ASAP1 GAP inh = ASAP1 ArfGAP inhibition. AID 624377. inhibition, % at 16.5 µM. Q9ULH1. ASAP1-stimulated ARF1 GTP hydrolysis, GDP FP detection. actives 0.19% (n = 360,000); in the data active = inhibition above about 25%;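 also: 0% = vehicle with enzyme and substrate and 100% = no enzyme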
Numbers without * were called inactive; x = not tested or not shown.

SMILES	SIAE primary	DDE Tn7 FP inh	ADAM17 inh	ADAM10 inh	PLCb3 inh	TDP2 absorb	ARFGAP1 inh	Tn6 DDE FP	PLCg1 inh	ASAP1 GAP inh
CCOc1ccc(CCNC(=O)COC(=O)c2cc(S(=O)(=O)N3CCOCC3)ccc2F)cc1OCC	-2	1	4	-3	-6	6	15	-6	-1	2
CN(C)c1ccc(Cl)cc1N	1	6	-4	-1	-2	1	-12	-1	-2	-10
COC(C(=O)NNC(=O)Cc1ccc(Cl)cc1)c1ccccc1 (stereo not drawn)	-3	0	-1	-4	-7	0	5	5	0	6
Cc1ccc(NC(=O)N2CCc3ccccc32)cc1	0	-8	-1	2	3	2	-6	-2	6	3
C=CCn1c(C)c(C(C)=O)c(N2CCOCC2)nc1=S	5	5	-2	2	-7	-7	-8	-1	-3	-3
O=C(O)CCC(=O)N1CCN(c2nc(-c3ccccc3Cl)c3cc(Br)ccc3n2)CC1	4	-9	-24	-94	-62	3	-5	-1	-39	2
O=C(Nc1nnc(C2CC2)s1)C1=NN(C2CCS(=O)(=O)C2)C(=O)CC1 (stereo not drawn)	-9	1	4	-2	-6	-1	-2	-1	-3	-1
C=CCc1c(C)nc(SC)nc1Nc1ccc(C(C)=O)cc1	2	-2	-7	-18	-172	-3	20	2	-140	11
O=C(OCC#CCSc1nnc(-c2ccncc2)o1)c1cccs1	0	1	-2	2	0	10	4	2	-1	-7
O=C1C=C(c2cccnc2)CCC1	-1	-4	-7	-3	1	-9	17	4	1	-17
COc1ccccc1S(=O)(=O)Nc1ccc(S(=O)(=O)Nc2nccs2)cc1	4	2	-3	-11	-10	-1	-2	4	2	15
COc1ccc(-c2nc(-c3ccccc3)nc(Cl)c2C#N)cc1	2	8	1	-2	-5	6	-10	12	1	-19
COCCNC(=O)CN1C(=O)CC(C)(C)S(=O)(=O)c2ccccc21	-4	2	1	3	1	-5	0	2	0	9
COc1ccc(C(CNC(=O)C(=O)NC2CCCC2)N2CCN(C)CC2)cc1 (stereo not drawn)	4	-2	1	5	1	15	8	2	2	-6
C/C(=N\NC(=O)CN1CCN(S(=O)(=O)c2ccc(C)cc2)CC1)c1ccc(O)cc1	4	2	2	2	-5	0	-2	2	1	7
CCCS(=O)(=O)N1CCC(C(=O)NCCCN2CCC(Cc3ccccc3)CC2)CC1	1	-7	-4	-3	3	3	-8	-4	0	10
CCN(CC)CCn1c(SCC(=O)NCc2ccco2)nc2c(sc3ccccc32)c1=O	3	0	-57	-223	-13	-5	5	3	-7	-5
CSc1ncccc1C(=O)Nc1nc2ccc(S(C)(=O)=O)cc2s1	-6	-9	2	4	-19	-15	2	12	-1	4
COc1ccc(N2CCN(C(=O)CCS(=O)(=O)c3ccc4c(c3)CCN4C(=O)C3CC3)CC2)cc1	-5	-3	4	11	0	-8	2	4	1	12
CNC(=O)c1c(Cl)cnn1-c1ccc(C)cc1	-4	-8	-2	-3	0	5	-8	2	2	-9
COC(=O)Cc1ccc(NC(=S)N2CCN(c3cccc(O)c3)CC2)cc1	7	1	0	3	2	7	0	4	-1	6
CN(c1ccccc1)S(=O)(=O)c1ccc(NC(=O)c2ccc(F)cc2)cc1	-30	4	7	21*	-7	-11	2	-9	3	5
COc1ccc(C)cc1NC(=O)COC(=O)c1ccc2c(c1)OCCO2	-3	1	-2	-13	-4	3	6	-5	1	-8
CC(=O)c1c(C(C)=O)c(C)n(Cc2ccc3c(c2)OCO3)c1C	-5	1	-3	0	-1	-2	7	-4	3	0
N#CC1=C(N)OC2=C(C(=O)CCC2)C1C1C=CCCC1 (stereo not drawn)	9	-2	1	13	4	-6	19	0	2	-8
CC(C)NCCCCOc1ccc(Br)cc1Cl	-1	4	-2	-3	-2	1	8	4	1	4
Cn1c(=O)oc2cc(S(=O)(=O)CCC(=O)N3CCN(c4ccccc4)CC3)ccc21	-1	5	0	5	-5	-4	-5	3	3	1
O=C(CN(C(=O)CCC(=O)Nc1nccs1)c1cccc(F)c1)NCC1CCCO1 (stereo not drawn)	3	0	0	11	7	-9	6	0	6	6
CC(/C=C/c1ccccc1F)=N\NC(=O)c1ccc(Cl)cc1	-2	2	0	-4	-3	-2	3	8	0	-7
CCCC(=O)Nc1nnc(S(=O)(=O)N(CC)c2ccc(OC)cc2)s1	-2	9	-4	4	-5	-2	-16	1	3	-16

Molecules shown so far containing a cyano group:
SMILES	SIAE primary	DDE Tn7 FP inh	ADAM17 inh	ADAM10 inh	PLCb3 inh	TDP2 absorb	ARFGAP1 inh	Tn6 DDE FP	PLCg1 inh	ASAP1 GAP inh
COc1ccc(-c2nc(-c3ccccc3)nc(Cl)c2C#N)cc1	2	8	1	-2	-5	6	-10	12	1	-19
N#CC1=C(N)OC2=C(C(=O)CCC2)C1C1C=CCCC1 (stereo not drawn)	9	-2	1	13	4	-6	19	0	2	-8

The list goes on.
SMILES	SIAE primary	DDE Tn7 FP inh	ADAM17 inh	ADAM10 inh	PLCb3 inh	TDP2 absorb	ARFGAP1 inh	Tn6 DDE FP	PLCg1 inh	ASAP1 GAP inh
CCC(C)[C@H](NC(=O)[C@@H]1Cc2ccccc2CN1)C(=O)NCc1ccc(C)cc1 (stereo partly drawn)	-1	-5	7	-7	-5	-18	8	-2	9.8*	0
CC#CCN1c2ccccc2[C@]23C[C@@H](C(=O)OC)N(C(=O)c4ccco4)C2=NC(C(=O)OC)=C(C(=O)OC)[C@H]13	-5	0	-2	-5	-2	13	0	2	0	2
Cn1nc(C2CC2)cc1NC(=O)C1(C)CCN1C(=O)CC(c1ccccc1)c1ccccc1 (stereo not drawn)	0	-1	2	6	1	3	-5	1	1	1
O=C(NCc1ccccc1)C(c1ccc(-c2ccccc2)cc1)N1CCN(C(=O)C2CCCO2)CC1 (stereo not drawn)	1	1	-3	-5	1	-5	9	-6	1	6
COc1cccc(CNC(=O)[C@H]2CCCN2C(=O)[C@H]2CCCN2C(=O)c2cccc(Cl)c2)c1	0	-6	-6	-3	0	6	1	-3	-1	-3
O=C(O)Cc1sc(NC2CCCCC2)nc1-c1ccc(Cl)cc1	-9	-3	-7	-11	-126	-3	7	-3	-69	-3
Cc1n[nH]c(C)c1S(=O)(=O)NCCc1ccccc1F	3	1	-3	-3	3	-1	x	7	2	x
CCC1CCCCN1CCCNC(=O)C1CCCN(S(=O)(=O)N2CC(C)CC(C)C2)C1 (stereo not drawn)	7	-1	0	-6	-7	6	-6	-11	3	7
CN(CC(=O)Nc1ccc(Cl)cc1)CC(=O)Nc1sc2c(c1C(N)=O)CCC2	0	3	-3	-21	-10	5	-3	-5	-8	-3
O=C(CSCC(=O)N1CCCCC1)OCC(=O)c1c[nH]c2ccccc12	-4	6	-2	7	-7	6	2	-5	-8	-4
CCOC(=O)c1coc(CNC(=O)c2c(C)oc3c2CCCC3)c1	1	8	-6	0	-4	4	-8	5	-9	-4
CNC(=O)/C(C#N)=C\c1ccc(CNS(=O)(=O)c2ccc(Cl)cc2)o1	0	0	2	3	5	13	-4	-6	4	6
O=C(NCc1cccc(F)c1)c1[nH]c(C(F)(F)F)nc1-c1ccccc1	-9	5	-2	-7	-1	-5	-7	8	-3	-8
O=C(c1ccco1)N1CCN(C(=O)c2cnn3c2NC(c2cccs2)CC3C(F)(F)F)CC1 (stereo not drawn)	1	5	-6	1	0	-2	6	-2	-2	-2
CCN(CC(=O)NC1CCCC1)S(=O)(=O)c1ccc(C)cc1	-8	2	1	-2	0	2	-7	-5	3	-20
Cc1ccc(NS(=O)(=O)c2cccc(C(=O)NCC3CCCO3)c2)cc1 (stereo not drawn)	-6	-5	0	-1	-4	6	-1	1	3	0
COc1ccc(OC)c(NC(=O)C(=O)NCCC2=CCCCC2)c1	6	-8	1	-5	2	-7	0	1	3	-7
C#CCn1c(=NC(=O)c2ccc(Br)s2)sc2cccc(OC)c21	-19	-8	-9	-26	-104	-13	-5	-3	-76	-11
CC(NS(=O)(=O)c1ccc(Cl)cc1)C(c1cccs1)N1CCN(C)CC1 (stereo not drawn)	0	1	-3	0	1	9	5	-2	0	-2
COc1ncnc2c1ncn2CCCNC1CCN(Cc2ccccc2)CC1	-5	-3	1	-3	-1	-8	-7	-8	6	7
CC(C)Oc1ccc(CN2CCC2(C)C(=O)Nc2ccc(Cl)c(Cl)c2)cc1 (stereo not drawn)	-5	1	3	-9	-3	-5	6	1	0	6
CCc1cccc(NC(=O)C2CCCN(S(=O)(=O)c3cccnc3)C2)c1 (stereo not drawn)	1	7	1	4	-9	9	14	0	3	1
CCn1c(O)c(/C=N/N=C2CCCCC2)c2cc(C3=NNC(=O)CC3)ccc21	1	-7	-2	-19	-73	4	-15	1	-51	2
O=C(COC(=O)CNC(=O)c1ccccc1F)NC12CC3CC(CC(C3)C1)C2	-21	-4	-6	0	-2	-19	4	4	12*	3
Cc1cc2cc(CNC(=O)c3cccs3)ccc2n1C	1	2	-1	6	-19	-2	4	8	-23	-1
CCCC(=O)n1nc(-c2ccccc2)nc1N	0	3	0	5	3	-5	-4	1	-2	4
Cc1cc(C(=O)NCc2ccc(Cl)cc2)n(-c2ccccc2)n1	0	9	-6	-5	-9	2	-3	4	0	-5
O=C(Nc1ccccc1Cc1ccccc1)c1ccccc1NS(=O)(=O)c1ccc(Cl)s1	-22	-12	3	15	-14	-6	-14	0	-8	-2
COC(=O)C1=C(C)N(CC2CC2)C(=NCc2cccc(Cl)c2)N[C@H]1c1ccccc1	4	1	-4	4	0	4	12	2	-1	10
COc1ccccc1NC(=O)c1ccccc1-c1nc(-c2ccccc2OC)no1	-4	1	-1	-2	5	-7	1	-8	1	-8
CN(Cc1nc(-c2ccccn2)no1)S(=O)(=O)c1ccc(Br)cc1	-3	9	-3	-16	5	-2	-9	12	1	-1
O=c1cc(O)c2c(=O)[nH]c(=O)n(-c3ccccc3)c2[nH]1	3	-6	0	2	2	3	5	-5	4	10
CC(=O)c1ccc(-c2ccc(C(=O)NC3CCCCCC3)o2)cc1	6	-7	-10	-37	-9	-8	-7	-2	2	-11
C/C(=N\NC(=O)c1c(C)nc2ccccn12)c1ccc(N2CCOCC2)cc1	0	-6	2	3	4	-6	-4	6	8	-5

Fetched one by one from the entries so far:
SMILES	SIAE primary	DDE Tn7 FP inh	ADAM17 inh	ADAM10 inh	PLCb3 inh	TDP2 absorb	ARFGAP1 inh	Tn6 DDE FP	PLCg1 inh	ASAP1 GAP inh
C/C(=N\NC(=O)c1c(C)nc2ccccn12)c1ccc(N2CCOCC2)cc1	0	-6	2	3	4	-6	-4	6	8	-5
O=c1cc(O)c2c(=O)[nH]c(=O)n(-c3ccccc3)c2[nH]1	3	-6	0	2	2	3	5	-5	4	10

Source: PubChem BioAssay
